# SW480 rereplic: induces DNA re-replication in SW480 colon adenocarcinoma cells | SW480 DNA re-replication, Hoechst DNA content imaging, 48 h | Potency, µM (titrated, usually from 46.1 µM), without a hit: top-dose re-replication activation, usual class: activators | 340,000 compounds, 1.8% hits; further: potency means the concentration at half of the fitted maximal effect; % of control where 0% means no effect; nearly all actives have a fitted effect of over 55% in size
#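 250 cells/well; 23 nL cpd via pin tool; 48 hr, 37 C, 5% CO2; Hoechst 40 min; imager read of total nuclear intensity, ex 405/em 500-530 nm.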
# IL-1B inflam inh: blocks inflammasome-driven IL-1 beta release | 360,000 compounds, 4.7% hits | AID 743279 | activity change, % at 57.5 µM | THP-1 LPS/ATP IL-1B secretion, AlphaLISA, 16 h; stronger effect = lower value; in the data active means activity change below about -50%; inconclusive means mostly about -30% to -49%; further: on the % scale 0 is the no-effect control and ±100 the full control effect
#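 THP-1 cells pretreated 1 hr with compounds (up to 57.5 uM final), then stimulated with LPS (250 ng/mL final) plus ATP (1.25 mM final); secreted IL-1B measured by AlphaLISA after 16 hr, decreased signal indicating inhibition.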
# KB-3-1 tox: KB-3-1 parental cell cytotoxicity | KB-3-1 viability, CellTiter-Glo ATP luminescence, 72 h | Potency, µM (doses to about 46.1 µM), inactives show at the top dose activity change, negative = cytotoxic, most hits filed as cytotoxic | 400,000 compounds, 1.4% hits; further: potency means the concentration at half of the fitted maximal effect; on the % scale 0 is the no-effect control and ±100 the full control effect; nearly all actives have a fitted effect of over 60% in size
#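 Using CellTiter-Glo luminescence, growth of non-resistant KB-3-1 adenocarcinoma cells is assessed 72 h after pin-tool compound addition at 37 °C. Normalized responses across the concentration series yield fitted curves.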
# ATXN2 expr inh: reduces ATXN2 reporter expression in HEK-293 cells | HEK-293 ATXN2-luciferase reporter, luminescence, 24 h | Potency, µM (highest dose often 57 µM), for the others: at the highest dose activity change, negative = inhibition, hits mostly inhibitors | 360,000 compounds, 0.72% hits | AID 1745845; further: potency means the concentration at half of the fitted maximal effect; on the % scale 0 is the no-effect control and ±100 the full control effect; nearly all actives have a fitted effect of over 55% in size
#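 ATXN2-luciferase reporter cells (luciferase flanked by upstream and downstream ATXN2 gene portions) were treated 24 h at 37 °C with compounds at up to 57 uM. SteadyGlo luminescence gave expression; GF-AFC fluorescence gave viability.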
# HT1080-NT tox: kills 2HG-producing HT-1080-NT fibrosarcoma cells | HT-1080-NT fibrosarcoma viability, CellTiter-Glo ATP luminescence, 48 h | Potency, µM (highest dose often 46.1 µM), for inactives: at the highest dose activity, negative = less viability, hits mostly cytotoxic | 360,000 compounds, 1.6% hits | AID 686970;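 further: NT is the 2HG producing partner of a matched IDH1 knockdown line; potency means the concentration at half of the fitted maximal effect; 0% = DMSO-treated cells and -100% = media-only wells without cells; nearly all actives have a fitted effect of over 55% in size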
#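 Viability by CellTiter-Glo luminescence after 48 h compound exposure at 37C of HT-1080-NT cells (750/well, RPMI, 5% FBS). % activity scaled between DMSO wells and medium-only wells, then curve-fitted and categorized by curve class.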
# HT1080 IDH1KD tx: toxicity to HT-1080 IDH1 knockdown cells (counter line). HT-1080 IDH1 knockdown viability, ATP luminescence, 48 h. Potency, µM (top dose mostly 46.1 µM), inactives show at the highest dose activity, negative = toxicity, most hits filed as cytotoxic. 360,000 compounds, 2% hits. AID 686971;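 further: potency means the concentration at half of the fitted maximal effect; 0% = DMSO wells and -100% = cell-free medium wells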
#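 % activity derives from luminescence (CellTiter-Glo), normalised to DMSO and no-cell wells. HT-1080-IDH1KD cells, 750/well, had 48 h compound exposure at 37 °C.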
# ATXN viability: cell viability loss in ATXN counter-screen; Potency, µM (highest dose often 56.7 µM), actives largely listed as cytotoxic; 400,000 compounds, 0.49% hits; AID 651635; S2 cells (HEK-293 line with an ATXN2-luciferase reporter) viability, CellTiter-Fluor protease fluorescence, 24 h; further: potency means the concentration at half of the fitted maximal effect; nearly all actives have a fitted effect of over 40% in size
# KB-V1 cytotox: kills drug-selected multidrug resistant KB-V1 cells; Potency, µM (doses to about 46.1 µM), without a hit: at the top dose activity change, negative = cytotoxicity, actives largely listed as cytotoxic; KB-V1 MDR cells viability, CellTiter-Glo, 72 h; AID 1347076; 400,000 compounds, 3.4% hits; further: potency means the concentration at half of the fitted maximal effect; on the % scale 0 is the no-effect control and ±100 the full control effect; nearly all actives have a fitted effect of over 60% in size
#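 Potencies derive from concentration-effect curves fitted to normalized luminescence (CellTiter-Glo) of KB-V1 cells treated for 72 h at 37 degrees C in phenol-red-free DMEM containing 10% FBS.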
# MCF10A rereplic: induces DNA re-replication in MCF 10a normal breast cells | Potency, µM (series often up to 46.1 µM), inactives show at the top dose activity, positive = re-replication, most hits filed as activators | AID 624296 | 350,000 compounds, 2.9% hits | MCF 10A DNA re-replication, Hoechst nuclear intensity, 48 h; further: potency means the concentration at half of the fitted maximal effect; % of control where 0% means no effect; nearly all actives have a fitted effect of over 50% in size
# * = called active by the depositor; i = inactive; ? = inconclusive; · = no result given; & = joins results of further samples; ! = a repeat was not active; [ ] = dose if it differs, or a comment. Unless noted, the call rests on the fitted dose curve; in most records, active means well fitted curve in the direction sought with a large enough effect; inconclusive means small, poorly fitted or top-dose-only effect, or another doubt; inactive means no such curve, though single readings can be large; an effect the other way counts as inactive or inconclusive. Random draw from the library. About 11% of those tested had a hit in this group.
SMILES,SW480 rereplic,IL-1B inflam inh,KB-3-1 tox,ATXN2 expr inh,HT1080-NT tox,HT1080 IDH1KD tx,ATXN viability,KB-V1 cytotox,MCF10A rereplic
Nc1cc2c(cc1Br)-c1c(C(=O)O)cccc1C2O (centres undefined),-5%,24,6%,10%,14%,21%,i,-1%,-2%
O=C1/C(=C\c2ccc([N+](=O)[O-])cc2)CS(=O)(=O)C/C1=C/c1ccc([N+](=O)[O-])cc1,4.1µM*,-100*,1.5µM*,?,?,3.7µM*,2.7µM*,?,?
O=C1NC[C@H](CCCCN2C[C@@H](Cc3ccccc3)N(Cc3ccccc3)C(=O)C2=O)N(CCC2CCCCC2)C1=O,·,?,0%,-2%,12%,9%,?,0%,·
Cc1cc([N+](=O)[O-])c(C)cc1-c1ccc(/C=N/NC(=O)c2cccnc2)o1,5%,-23,21%,-10%,7%,2%,i,20%,10%
O=C(CCc1n[nH]c(=O)[nH]c1=O)N/N=C/c1ccc(Br)o1,-2%,14,2%,·,-1%,-3%,i,-3%,-3%
CCOC(=O)c1nnc(-c2ccccc2)[nH]c1=O,?,16,21%,25%,6%,6%,i,29%,-2%
C=CCOC(=O)C1=C(C)Nc2ncnn2C1c1cc(Br)ccc1F (centres undefined),?,-4,-23%,-16%,-2%,-23%,i,?,?
O=C(NCCN1CCN(c2ccccc2)CC1)C1CCN(S(=O)(=O)N2CCOCC2)CC1,-3%,7,-6%,-1%,18%,11%,i,11%,-2%
O=C(COC(=O)c1cccc(OC(F)F)c1)NCC1CCCO1 (centres undefined),-10%,32,18%,19%,8%,9%,i,20%,0%
Cc1ccc(-n2c(Cc3cccn3C)nnc2SCC(=O)NCc2ccco2)cc1,-4%,-9,-5%,3%,1%,-3%,i,-24%,?
O=C(OCc1nnc(-c2ccccc2)o1)c1cc(Cl)ccc1[N+](=O)[O-],33%,25,10%,-10%,-3%,-2%,i,6%,12%
Cc1ccc(CSc2nnc(CS(=O)Cc3ccc(Cl)cc3Cl)n2C)cc1 (centres undefined),-2%,-20,8%,2%,9%,9%,?,?,-3%
CC(C)Oc1cccc(C(=O)C2CCCN(Cc3cnn(C(C)C)c3)C2)c1 (centres undefined),?,-2,-1%,6%[11.3 µM],-20%,?,i,-14%,1%
CCn1cc2nc(SCC(=O)Nc3ccccc3F)n(Cc3ccc(C)cc3)c(=O)c2n1,·,·,1%,-13%,·,·,i,?,·
COc1cccc(-c2nc(S(=O)(=O)c3ccc(C)cc3)c(N3CCCCCC3)o2)c1,·,·,-14%,-5%,·,·,i,?,·
Cc1ccc(S(=O)(=O)N2CCC(C(=O)Nc3ccccc3N3CCCC3)CC2)cc1,7%,-10,-9%,-12%,-12%,-5%,i,5.8µM*,-2%
C=CCn1c(Br)nc2c1c(=O)[nH]c(=O)n2C,-5%,7,3%,7%,13%,-1%,i,-27%,20%
COc1ccc(-c2cc(C(=O)Nc3cccnc3)c3ccccc3n2)cc1OC,0%,12,?,8%,-5%,-15%,i,9.2µM*,?
Cc1ccc(OCC(=O)Nc2ccc(S(=O)(=O)Nc3cc(C)nc(C)n3)cc2)c(C)c1,?,39,23%,0%,-3%,-2%,i,14%,-26%
Cc1cc(C)c(S(=O)(=O)N(CC(=O)O)CC(=O)O)c(C)c1,-22%,8,-1%,·,-3%,-6%,·,6%,0%
CCOc1ccc(C(CCc2ccccc2)NC(=O)c2ccccc2)cc1OCC (centres undefined),0%,0,0%,-2%,-7%,?,i,9.2µM*,-4%
Cc1ccc(S(=O)(=O)/N=S(/C)c2ccccc2)cc1 (centres undefined),-1%,21,21%,1%,12%,15%,i,-5%,6%
COc1ccc(C(=O)CC(CC(=O)c2ccc(OC)cc2)C(=O)O)cc1,-7%,22,-1%,8%,12%,5%,i,?,-3%
Cc1ccc(CNC(=O)CCC(=O)N2CC(C)Sc3ccccc32)cc1 (centres undefined),-4%,10,2%,-4%,5%,0%,i,7%,-4%
COc1ccc(/C=C(/CC(=O)Nc2ccccc2)c2nc3ccccc3s2)cc1,3%,-1,0%,26%,-7%,-3%,i,1%,5%
CCCCC(CC)C(=O)NCCCN1CCN(CCCNC(=O)C(CC)CCCC)CC1 (centres undefined),-6%,0,-2%,-10%,2%,5%,i,16%,9%
O=C(O)c1ccc(N/N=C/c2ccc(C(F)(F)F)cc2)cc1,-2%,57,-4%,?,-9%,-10%,i,-11%,1%
COC(=O)c1ccc(NC(=O)COC(=O)c2cccc3c(=O)c(C)c(-c4ccccc4)oc23)cc1,-5%,71,-18%,·,7%,2%,i,?,4%
CN(Cc1cc(Br)cc(Br)c1N)C1CCCCC1,?,·,·,-13%&-17%,·,·,i,·,27µM*
N/C(CSc1ncccc1C(F)(F)F)=N\O,?,0,-4%,-10%,11%,7%,i,-1%,4%
COc1ccc(CCn2c(=N)c(C(=O)NCc3ccco3)cc3c(=O)n4cccc(C)c4nc32)cc1,?,-54*,?,?,?,?,?,-23%,18µM*
CC(C)C(=O)Nc1c(-c2ccc(Cl)cc2)c(=O)c2ccccc2n1C,-5%,27,4%,10%,8%,20%,i,-4%,4%
CCN(Cc1nc2cc(Cl)ccc2c(=O)[nH]1)C(=O)c1ccc(C)c(NC(=O)c2ccco2)c1,9%,-1,-29%,2%,-7%,2%,i,?,?
O=C(Cn1nc(C(=O)O)c2ccccc2c1=O)Nc1cc(S(=O)(=O)N2CCCCC2)ccc1Cl,3%,4,15%,1%,-2%,-4%,i,-26%,-2%
O=S(=O)(Nc1ccc2c(c1)OCO2)c1ccccc1,-15%,-24,-8%,3%,-9%,-18%,i,?,1%
O=C(Nc1ccc(F)cc1)NC1CCN(Cc2nnnn2Cc2ccco2)CC1,1%,1,-1%,-12%,5%,0%,i,-30%,1%
Cc1cc(C(=O)Nc2ccc(N3CCCC3)c(Cl)c2)ccc1[N+](=O)[O-],?,·,3%,14%,-19%,0%,?,-21%,-1%
O=C(c1ccccc1)c1ccc(C(=O)N2CCN(c3ccccc3)CC2)cc1,8%,-8,·,2%,-2%,-2%,i,·,22%
CC(C)c1ccc(NC(=O)COC(=O)[C@@H]2CCCN2C(=O)c2cccs2)cc1,8%,8,2%,24%,3%,4%,i,?,0%
O=C(COc1ccccc1Cl)N(Cc1ccco1)C1CCS(=O)(=O)C1 (centres undefined),-3%,-8,14%,-10%,3%,7%,i,?,7%
Cc1ccc(SC(CC(=O)c2ccc(C)cc2)C(=O)O)cc1 (centres undefined),?,-8,-9%,4%,-25%,-9%,i,?,?
COc1ccc2cc3cc(C(=O)N4CCCC(C)C4)oc3nc2c1 (centres undefined),2%,?,?,30%[activator],13%,24%,i,-4%,14%
O=C(CSc1nnc(-c2ccccc2)c(-c2ccccc2)n1)N1CCOCC1,0%[9.22 µM],-15,-5%,-2%,6%,9%,i,-7%,15%
CCOc1ccc(C(=O)Nc2ccc(NC(=O)c3ccco3)c(Cl)c2)cc1Cl,?,-7,?,?,16%,3%,?,0%,?
CC(C)c1cn(CC[C@@H]2CC[C@@H](NC(=O)C3CCCCC3)[C@@H](CO)O2)nn1,·,60,-1%,·,16%,8%,·,0%,·
O=C(NCC(=O)N(c1ccccc1)C(C(=O)NCC1CCCO1)c1ccccc1)c1cccs1 (centres undefined),-15%,-17,8%,-1%,-9%,12%,i,?,2%
CCN(CC)CCN1C(=O)C(=O)/C(=C(/O)c2cnn(-c3ccccc3)c2C)C1c1ccc(C)o1 (centres undefined),0%,0,0%,58%[activator],-2%,20%,i,-3%,-1%
Cc1nnc(NC(=O)c2ccc(S(=O)(=O)N3CC(C)OC(C)C3)cc2)o1 (centres undefined),1%,6,-5%,4%,-9%,-12%,i,?,13%
CCc1c(C)[nH]n(-c2nc(-c3cccc([N+](=O)[O-])c3)cs2)c1=O,-5%,-3,?,-12%,2%,-1%,i,16µM*,-3%
Cc1c(S(=O)(=O)N2CCN(c3ccc(F)cc3)CC2)c(=O)n(C)c(=O)n1C,2%,13,19%,-18%,2%,-3%,i,-11%,-3%

# Following part:
SMILES,SW480 rereplic,IL-1B inflam inh,KB-3-1 tox,ATXN2 expr inh,HT1080-NT tox,HT1080 IDH1KD tx,ATXN viability,KB-V1 cytotox,MCF10A rereplic
C/C(=N\N1CCN(Cc2ccccc2Cl)CC1)c1ccc(F)cc1,4%,-5,-6%,-1%,2%,20%,i,-27%,-2%
CCN1CCN(Cc2ccc(NC(=O)c3ccc(C)c(/C=C/c4cnc(Nc5cc(N6CCNCC6)nc(C)n5)cn4)c3)cc2C(F)(F)F)CC1,?,-100*,?,13µM*!,?,18µM*!,i,?,?
N#Cc1ccc(/C=C2\CCCCn3c2nc2cc(C(=O)O)ccc2c3=O)cc1,-2%,10,1%,3%,?,29%,i,?,-2%
COc1cnc(-c2ccccn2)nc1Sc1ccccc1Cl,13µM*,44,?,?,?,-29%,?,-38%,?
O=S1(=O)C=C(SCCN2CCCC2)c2ccccc21,6%,-84*,-3%,18%,5%,-1%,i,0%,18%
COc1ccc2oc(=O)c(C(=O)Nc3ccccc3O)cc2c1,-2%,-9,1%,·,1%,-1%,?,9%,3%
C/C(=N\Nc1nccnc1Cl)c1ccc(O)c(C)c1,?,14,-1%,-21%,?,?,?,-8%,15%

# Assay outcomes as filed in PubChem.
